# Screens deposited in PubChem by Broad Institute.
# IDH1 R132H inh: inhibitors of human IDH1 R132H; hit rate 0.18% among 70,000; O75874; IDH1 R132H reductase, diaphorase/resazurin fluorescence, 60 min; inhibition, % at 10 µM; in the data active means inhibition above about 34%;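 further: 0% = DMSO and 100% = no enzyme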
# PRC2 inh: EZH2 (human) methyltransferase inhibition | Q15910 | PRC2 H3K27 methylation, DELFIA TRF, 1 h | inhibition, % at 12.5 µM | hit rate 0.35% among 57,000 | AID 651548;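 active means mean inhibition of replicates at least 50% and every single replicate also reaching 50%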;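 further: dimethyl H3K27 on biotinylated H3 21-44 peptide detected by antibody; plate controls were median neutral control wells for no effect and median positive control wells for full effect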
# Target sequence (Q15910 whole entry, looked up): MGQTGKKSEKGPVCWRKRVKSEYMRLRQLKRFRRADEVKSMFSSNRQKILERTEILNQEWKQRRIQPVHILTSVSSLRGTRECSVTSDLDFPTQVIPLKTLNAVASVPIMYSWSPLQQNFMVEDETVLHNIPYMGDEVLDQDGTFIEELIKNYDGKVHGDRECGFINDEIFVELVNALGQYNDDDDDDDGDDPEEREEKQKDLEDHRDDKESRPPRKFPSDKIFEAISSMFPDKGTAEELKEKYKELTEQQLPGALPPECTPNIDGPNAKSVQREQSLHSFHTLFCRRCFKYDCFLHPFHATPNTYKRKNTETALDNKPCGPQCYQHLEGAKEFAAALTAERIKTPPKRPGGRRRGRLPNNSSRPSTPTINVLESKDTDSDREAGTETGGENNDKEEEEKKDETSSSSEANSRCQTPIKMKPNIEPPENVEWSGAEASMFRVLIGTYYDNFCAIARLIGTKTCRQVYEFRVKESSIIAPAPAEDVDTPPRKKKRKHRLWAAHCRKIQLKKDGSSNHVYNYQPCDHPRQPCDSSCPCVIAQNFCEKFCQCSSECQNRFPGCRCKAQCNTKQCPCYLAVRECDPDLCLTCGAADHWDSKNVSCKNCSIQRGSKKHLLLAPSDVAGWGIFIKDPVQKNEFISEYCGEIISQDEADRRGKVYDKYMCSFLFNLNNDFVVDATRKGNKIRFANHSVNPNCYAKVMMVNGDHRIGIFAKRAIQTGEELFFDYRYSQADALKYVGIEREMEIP
# Numbers without * were called inactive; x = no result given; & = joins results of further samples.
compound | PRC2 inh | IDH1 R132H inh
C[C@@H]1CN([C@@H](C)CO)C(=O)Cc2cc(NC(=O)CCCCCC(=O)Nc3ccccc3N)ccc2O[C@@H]1CN(C)C(=O)Nc1ccc2c(c1)OCO2 | -16.8 | x
COC(=O)C1(Cc2ccc(O)c(CC3OC3(C)C)c2)OC(=O)C(=O)C1c1ccc(O)cc1 (centres undefined) | 11.9 | 3.2
CCNC(=O)c1c(NC(=O)COc2ccc(Cl)cc2Cl)sc2c1CCCC2 | 4.8 | 0.1
Clc1ccc(-c2csc3ncnc(SCc4ccco4)c23)cc1 | 28.5 | 0.1
C[C@@H]1CN([C@@H](C)CO)C(=O)Cc2cc(NC(=O)Cc3ccccc3)ccc2O[C@@H]1CN(C)S(C)(=O)=O | -3.0 | -2.6
CCC(=O)N1C[C@@H](C)[C@@H](OC)CN(C)C(=O)c2cc(NC(=O)NC(C)C)ccc2OC[C@H]1C | -0.3 | 0.2
C[C@@H]1CN([C@@H](C)CO)C(=O)Cc2cc(NS(=O)(=O)c3ccccc3)ccc2O[C@H]1CN(C)Cc1ccccc1 | -7.7 | 1.9
CO[C@H]1CN(C)C(=O)c2cc(NC(=O)c3cccc(F)c3)ccc2OC[C@@H](C)NC[C@H]1C | -4.3 | -0.4
CCC(=O)Nc1ccc2c(c1)OC[C@@H](C)N(C(C)=O)C[C@H](C)[C@H](OC)CN(C)C2=O | 4.6 | 0.3
C[C@@H]1CN([C@@H](C)CO)C(=O)c2cccc(NC(=O)c3ccncc3)c2O[C@@H]1CN(C)C(=O)Nc1ccc(C(F)(F)F)cc1 | 0.5 | 3.1
CCn1cc(NC(=S)Nc2cc(Cl)ccc2OC)c(C(N)=O)n1 | -0.6 | -0.6
CCC(=O)Nc1ccc2c(c1)OC[C@@H](C)N(CC1CCOCC1)C[C@@H](C)[C@H](OC)CN(C)C2=O | 7.5 | 0.5
O=C(CSc1nnc(-c2ccc([N+](=O)[O-])cc2)n1-c1ccccc1)Nc1ccccc1Cl | 0.7 | -0.1
CN1CCN(C(=O)C[C@H]2C[C@@H]3c4cc(NC(=O)C5CCC5)ccc4O[C@@H]3[C@H](CO)O2)CC1 | 0.5 | -0.3
CCC(=O)N[C@@H]1C=C[C@H](CC(=O)NCc2ccccc2F)O[C@H]1CO | -8.7 | 0.2
COc1cccc(S(=O)(=O)Nc2ccc3c(c2)[C@H]2C[C@H](CC(=O)N4CCCCC4)O[C@@H](CO)[C@H]2O3)c1 | -0.3 | -0.6
CO[C@H]1CN(C)C(=O)c2ccc(NC(=O)Nc3cc(F)ccc3F)cc2OC[C@@H](C)N(C(=O)c2cnccn2)C[C@@H]1C | 3.3 | 0.0
COc1ccc(-c2cccc(-c3nc(C(=O)NCC(F)(F)F)cc4c3[C@@H](CCO)N([S@](=O)C(C)(C)C)C4)c2)cc1 | -6.5 | 0.6
CC(C)NC(=O)N[C@@H]1CC[C@H](CCNS(=O)(=O)c2ccc(F)cc2)O[C@H]1CO | 16.2 | 0.3
CCCN1C[C@H](C)[C@@H](OC)CN(C)C(=O)c2ccc(NC(=O)C3CC3)cc2OC[C@H]1C | 3.2 | 0.0
COc1ccccc1CNC(=O)C[C@@H]1C[C@H]2c3cc(NC(=O)CC4CC4)ccc3O[C@H]2[C@@H](CO)O1 | -12.5 | -0.5
C[C@H]1CN([C@@H](C)CO)C(=O)c2cccc(NS(=O)(=O)c3cccs3)c2O[C@@H]1CN(C)C | x | -0.6
CS(=O)(=O)N(CC(=O)Nc1ccc(I)cc1)c1ccc2c(c1)OCCO2 | -5.9 | 0.3
O=c1c2c3c(sc2nc2c4ccccc4c(NCCOCCO)nn12)CCCC3 | -3.7 | -0.2
COc1ccc(NC(=O)CSc2ncnc3c2sc2nc(N4CCOCC4)c4c(c23)CC(C)(C)OC4)cc1 | 2.8 | 0.8
O=C(Nc1ccc2c(c1)[C@H]1C[C@@H](CC(=O)N3CCc4ccccc4C3)O[C@@H](CO)[C@H]1O2)C1CCOCC1 | -0.2 | -0.1
C[C@H](CO)N1C[C@H](C)[C@@H](CN(C)Cc2ccc(C(F)(F)F)cc2)Oc2ccc(NS(=O)(=O)c3cccs3)cc2CC1=O | x | 0.2
CO[C@H]1CN(C)C(=O)c2cc(NS(C)(=O)=O)ccc2OC[C@H](C)N(Cc2nccs2)C[C@@H]1C | 6.0 | 0.1
C[C@@H]1CN([C@H](C)CO)C(=O)Cc2cc(NC(=O)C3CC3)ccc2O[C@H]1CN(C)C | 14.2 | -0.9
C[C@H](CO)N1C[C@H](C)[C@@H](CN(C)C(=O)c2ccccc2)OCCCC[C@H](C)Oc2ccc(NC(=O)CCC(F)(F)F)cc2C1=O | x | 0.1
C[C@H](CO)N1C[C@H](C)[C@@H](CN(C)S(=O)(=O)c2cn(C)cn2)Oc2ncc(C3=CCCCC3)cc2C1=O | 18.4 | -7.2
CO[C@H]1CN(C)C(=O)c2ccc(NC(=O)c3cccc(F)c3)cc2OC[C@H](C)N(C(C)=O)C[C@@H]1C | 6.5 | 0.1
C[C@@H]1CN([C@@H](C)CO)C(=O)c2cc(NC(=O)c3ccccc3)ccc2O[C@@H](C)CCCCO[C@H]1CN(C)C(=O)C1CCCCC1 | x | 1.5
C[C@@H]1CN([C@H](C)CO)S(=O)(=O)c2ccc(-c3ccc(F)cc3)cc2O[C@@H]1CN(C)C(=O)C1CCOCC1 | 0.7 | x
C[C@@H]1CN([C@H](C)CO)S(=O)(=O)c2ccc(-c3ccccc3)cc2O[C@@H]1CN(C)C(=O)CC1CC1 | -0.9 | -3.0
Cc1ccc(-c2ccc3c(c2)O[C@H](CN(C)Cc2ccc(F)cc2)[C@H](C)CN([C@@H](C)CO)S3(=O)=O)cc1 | x | 1.1
C[C@H]1CN([C@@H](C)CO)C(=O)c2cccc(NC(=O)Nc3cccc4ccccc34)c2O[C@H]1CN(C)Cc1ccccc1 | -6.5 | 0.2
COc1ccc(C(C)(C)C)cc1S(=O)(=O)NCC1CCCO1 (centres undefined) | -8.7 | 0.0
O=C(Nc1ccc(F)cc1)N[C@@H]1CC[C@@H](CCn2cc(-c3ccc(F)cc3)nn2)O[C@@H]1CO | 32.9 | 0.1
CCC(=O)N(C)C[C@@H]1Oc2ncc(C#CCC(C)C)cc2C(=O)N([C@@H](C)CO)C[C@H]1C | -8.2 | 0.1

# Part of the list above, reformatted.
# Order of results – PRC2 inh | IDH1 R132H inh
C[C@H]1CN([C@@H](C)CO)C(=O)c2cccc(NS(=O)(=O)c3cccs3)c2O[C@@H]1CN(C)C
 : x | -0.6
C[C@H]1CN([C@@H](C)CO)C(=O)c2cccc(NC(=O)Nc3cccc4ccccc34)c2O[C@H]1CN(C)Cc1ccccc1
 : -6.5 | 0.2

# The main list resumes; the 2 compounds before the break are reprinted first.
compound | PRC2 inh | IDH1 R132H inh
O=C(Nc1ccc(F)cc1)N[C@@H]1CC[C@@H](CCn2cc(-c3ccc(F)cc3)nn2)O[C@@H]1CO | 32.9 | 0.1
CCC(=O)N(C)C[C@@H]1Oc2ncc(C#CCC(C)C)cc2C(=O)N([C@@H](C)CO)C[C@H]1C | -8.2 | 0.1
C[C@@H]1CN([C@@H](C)CO)C(=O)CCCn2cc(nn2)CO[C@H]1CN(C)C(=O)Nc1ccccc1C(F)(F)F | 6.3 | -5.4
CC(C)CC#Cc1ccc2c(c1)O[C@@H](CN(C)Cc1cncnc1)[C@@H](C)CN([C@H](C)CO)S2(=O)=O | -10.9 | -0.3
Cc1noc(C)c1NC(=O)Nc1ccc2c(c1)C(=O)N([C@H](C)CO)C[C@@H](C)[C@@H](CN(C)C(=O)Nc1cccc3ccccc13)O2 | x | 0.2
CCOC(=O)c1c(NC(=O)CSc2nc(C)c3c(n2)CCCC3)sc2c1CCCC2 | 6.7 | 0.4
C[C@@H]1CN([C@@H](C)CO)C(=O)c2cccc(N(C)C)c2O[C@H]1CN(C)C(=O)NC1CCCCC1 | 0.6 | -2.6
C/C=C/c1ccc2c(c1)O[C@@H](CN(C)C(=O)CC1CC1)[C@@H](C)CN([C@@H](C)CO)S2(=O)=O | 1.8 | 0.3
C[C@H](CO)N1C[C@H](C)[C@H](CN(C)Cc2ccncc2)Oc2c(NS(=O)(=O)c3cn(C)cn3)cccc2C1=O | -4.3 | x
N#C[C@@H]1N[C@H](CO)[C@@H]1c1ccccc1 | x | -0.1
C[C@H](CO)N1C[C@H](C)[C@@H](CN(C)S(=O)(=O)c2ccc(Cl)cc2)OCCCC[C@H](C)Oc2ccc(NC(=O)c3ccncc3)cc2C1=O | x | 1.2
C[C@H]1CN([C@@H](C)CO)C(=O)c2cccc(NC(=O)Nc3ccccc3)c2O[C@@H]1CN(C)S(=O)(=O)c1ccc(Cl)cc1 | -18.3 | 1.8
CCc1ccc(OCc2ccccc2C(=O)Nc2ccc3nc(C)cc(N)c3c2)cc1 | 3.7 | -0.1
C[C@H](NC(=O)C[C@H]1C=C[C@@H](NC(=O)C2CCOCC2)[C@@H](CO)O1)c1ccccc1 | 3.1 | 0.3
C[C@H](CO)N1C[C@H](C)[C@H](CN(C)Cc2ccccc2)OCCCC[C@H](C)Oc2ccc(NC(=O)CCC(F)(F)F)cc2C1=O | -11.2 | -0.5
C[C@H](CO)N1C[C@H](C)[C@H](CN(C)Cc2ccc(F)cc2)Oc2ncc(C#CCN(C)C)cc2C1=O | x | 1.1&1.0
COc1ccc(S(=O)(=O)Nc2ccc3c(c2)C(=O)N([C@@H](C)CO)C[C@@H](C)[C@@H](CN(C)S(=O)(=O)c2ccc(F)cc2)OCCCC[C@@H](C)O3)cc1 | x | 0.9
C[C@H]1CN([C@@H](C)CO)C(=O)c2cccc(NS(=O)(=O)c3cccs3)c2O[C@H]1CN(C)Cc1ccc(C(=O)Nc2ccccc2N)cc1 | -11.9 | 0.4
C[C@H]1CN([C@@H](C)CO)C(=O)c2cc(C#Cc3cccc(F)c3)cnc2O[C@@H]1CN(C)C(=O)C1CC1 | -7.4 | 1.5
CC(C)NC(=O)N[C@@H]1C=C[C@@H](CC(=O)NCc2ccc(Oc3ccccc3)cc2)O[C@@H]1CO | -12.0 | 0.2
COc1ccc(S(=O)(=O)Nc2ccc3c(c2)C(=O)N([C@H](C)CO)C[C@@H](C)[C@H](CN(C)S(C)(=O)=O)O3)cc1 | x | 0.6
C[C@H](CO)N1C[C@H](C)[C@H](CN(C)C(=O)C2CCCCC2)Oc2ncc(C3=CCCC3)cc2C1=O | x | 0.5
COCCNC(=S)Nc1nc(OC)cc(OC)n1 | 7.2 | 4.5
O=C(C[C@H]1CC[C@@H](NC(=O)Nc2ccccc2)[C@H](CO)O1)NCc1cccc(F)c1 | 12.0 | 0.0
CN(CC(=O)Nc1ccccc1C#N)S(=O)(=O)c1cc(Cl)ccc1Cl | -8.6 | 0.2
CO[C@H]1CN(C)C(=O)c2ccc(NS(C)(=O)=O)cc2OC[C@@H](C)N(Cc2ccccc2)C[C@@H]1C | 8.4 | -0.1
Cc1ccc(S(=O)(=O)Nc2ccc3c(c2)C(=O)N([C@H](C)CO)C[C@@H](C)[C@@H](CN(C)CC2CC2)O3)cc1 | -10.6 | 0.2
CCNC(=O)C[C@H]1C=C[C@@H](NC(=O)C2CC2)[C@H](CO)O1 | 17.4 | 0.5
COc1ccc(-c2ccc3c(c2)O[C@H](CN(C)C(=O)Nc2ccccc2F)[C@H](C)CN([C@H](C)CO)S3(=O)=O)cc1 | 1.5 | -0.3
Cc1cc(C(=O)Nc2cccc3c2O[C@@H](CN(C)S(=O)(=O)c2cn(C)cn2)[C@H](C)CN([C@@H](C)CO)C3=O)n(C)n1 | x | -0.5
O=C(C[C@@H]1C[C@@H]2c3cc(NC(=O)NC4CCCCC4)ccc3O[C@@H]2[C@H](CO)O1)NCc1ccccn1 | -16.4 | -0.2
CCCNC(=O)Nc1ccc2c(c1)C(=O)N(C)C[C@H](OC)[C@@H](C)CN(Cc1cncnc1)[C@H](C)CO2 | 12.6 | 0.4
CO[C@H]1CN(C)C(=O)c2cc(NC(=O)Nc3ccccc3)ccc2OC[C@H](C)N(C(=O)CN(C)C)C[C@H]1C | 0.0 | -0.4
CC(C)NC(=O)NCC[C@@H]1CC[C@H](NS(=O)(=O)c2ccc(-c3ccccc3)cc2)[C@@H](CO)O1 | -1.8 | -0.5
C[C@@H]1CN([C@H](C)CO)S(=O)(=O)c2ccc(C#CCN(C)C)cc2O[C@@H]1CN(C)CC1CC1 | -1.2 | 1.0
C[C@H](CO)N1C[C@H](C)[C@H](CN(C)C(=O)NC2CCCC2)Oc2ncc(-c3ccncc3)cc2C1=O | 7.0 | 0.0
O=C(Nc1ccc(OCc2nc3ccccc3s2)cc1)c1cccc(I)c1 | 20.3 | 0.9
C/C=C/c1ccc2c(c1)O[C@@H](CN(C)C(=O)c1cccc(F)c1)[C@@H](C)CN([C@@H](C)CO)S2(=O)=O | -26.4 | -0.7
COc1ccccc1S(=O)(=O)N[C@H]1CC[C@@H](CCNC(=O)C2CCCC2)O[C@H]1CO | -5.0 | -0.2
C[C@@H]1CN([C@@H](C)CO)S(=O)(=O)c2ccc(Br)cc2O[C@H]1CN(C)S(=O)(=O)c1ccc(F)cc1 | x | -2.5
CO[C@H]1CN(C)C(=O)c2cc(NC(=O)c3ccc4c(c3)OCO4)ccc2OC[C@H](C)NC[C@H]1C | -1.7 | 0.0
O=C(C[C@H]1C[C@H]2c3cc(NC(=O)Nc4ccccc4)ccc3O[C@H]2[C@@H](CO)O1)NC1CCCC1 | 10.8 | -0.3
C[C@@H]1CCCCO[C@H](CN(C)S(=O)(=O)c2ccc(Cl)cc2)[C@@H](C)CN([C@@H](C)CO)C(=O)c2cc(NC(=O)c3ccncc3)ccc2O1 | x | 3.4

# Some of the compounds tested; the hit share may differ from the screen's.
